# Peg3 prom inh = Peg3 promoter activity inhibition | hit rate 1.7% among 360,000 | HeLa PEG-Prom luciferase reporter, luminescence, overnight | inhibition, % at 20 µM;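 active means inhibition of at least 50% at 20 µM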
# MITF TRPM1 inh = inhibitors of MITF-driven TRPM1 promoter in melanoma cells; hit rate 0.83% among 330,000; inhibition, % at 12.5 µM; AID 488899; SK-MEL-5 TRPM1 promoter luciferase, 24 h;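 active means mean inhibition across replicates of 60% or more, whatever share of single replicates reaches that level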; further: values of inactives mirror those of a sister screen read the other way
# Shn3 inh set2 = reduces Shn3 3'UTR luciferase signal in osteoblasts. Clone20 osteoblast Shn3 3'UTR firefly luciferase, 24 h. inhibition, % at 12.5 µM. hit rate 0.52% among 360,000;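 active means mean inhibition of at least 75% with every replicate also reaching 75%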;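 further: 0% = median of neutral control wells and 100% = pilot-screen positive control compound; some compounds past the cut are filed as inactive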
# TWEAK-Fn14 inh = inhibitors of TWEAK-Fn14 interaction signaling. TWEAK-stimulated Fn14 reporter cells, luciferase luminescence, 8 h. inhibition, % at 10 µM. hit rate 2% among 360,000. AID 1159606; in the data active means inhibition above about 50%
# HIF-2a inh = inhibitors of HIF-2a. 786-0 RCC cells HIF-2a reporter, luciferase luminescence, overnight. inhibition, % at 18.8 µM. hit rate 0.72% among 360,000. AID 624352;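 active means inhibition of the luminescence signal of 40% or more relative to plate controls, in a single-dose primary screen at 18.75 µM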
# KKLEB cytotox = CF airway cell cytotoxicity counter-screen. KKLEB CF airway cells viability, ATPlite luminescence, overnight; hits give low values; cells stimulated with P. aeruginosa culture filtrate. AID 602141. activity change (cytotoxicity), % at 5 µM. hit rate 0.36% among 360,000;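 active means corrected activity change at or below -50% at 5 µM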
# NR2E3 ag-1 = agonists of human NR2E3 nuclear receptor. Q9Y5X4. CHO-S Gal4-NCOR/VP16-NR2E3 two-hybrid, luciferase. inhibition of corepressor binding, % at 3.98 µM. hit rate 0.35% among 360,000. AID 602229;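 active means inhibition above the mean of all tested compounds plus 3 SD, cut at about 70% in these data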;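 further: 0% = DMSO with NR2E3 transfected cells and 100% = cells lacking NR2E3 construct; higher means lower luciferase signal from less NR2E3 corepressor binding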
# Target sequence (Q9Y5X4 whole entry, looked up, the tested form may be a part): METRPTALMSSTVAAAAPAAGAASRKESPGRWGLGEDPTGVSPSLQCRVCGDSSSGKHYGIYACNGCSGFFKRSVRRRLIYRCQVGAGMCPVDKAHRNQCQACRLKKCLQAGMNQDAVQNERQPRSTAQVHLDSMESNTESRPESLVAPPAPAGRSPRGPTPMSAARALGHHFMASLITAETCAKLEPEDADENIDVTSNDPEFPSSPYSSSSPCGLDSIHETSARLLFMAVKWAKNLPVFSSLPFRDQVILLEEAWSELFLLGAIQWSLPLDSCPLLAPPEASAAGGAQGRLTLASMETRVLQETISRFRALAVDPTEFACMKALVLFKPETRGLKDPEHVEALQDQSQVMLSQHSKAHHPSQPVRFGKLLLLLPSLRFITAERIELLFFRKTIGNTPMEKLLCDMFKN
# CF NFkB inh = cystic fibrosis NF-kB activation inhibition | KKLEB NF-kB-GFP reporter, PAF-induced, GFP fluorescence overnight | inhibition, % at 5 µM | hit rate 0.86% among 360,000 | AID 588850;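 active means at least 50% inhibition at 5 µM, scaled per plate between neutral and stimulator controls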;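 further: PAF is a Pseudomonas aeruginosa culture filtrate used as stimulus; plate controls were PAF-stimulated DMSO wells for no effect and unstimulated DMSO wells for full effect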
# NR2E3 ag-2 = activates human photoreceptor nuclear receptor NR2E3. GST-NR2E3/biotin-RetCOR TR-FRET, 1536-well. inhibition of corepressor binding, % at 4.78 µM. hit rate 0.12% among 320,000. AID 2300;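 active means percent inhibition above the cutoff of mean plus 3 SD of all tested compounds, set per screening campaign, cut at about 20% in these data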;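 further: 0% = DMSO wells and 100% = biotin wells as full block of FRET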
#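 Assay system: NR2E3–RetCOR corepressor complex. Quantity: 1.35 nM GST-NR2E3. Buffer or medium: pH 7.5 Tris-based buffer. Reagent: biotinylated RetCOR corepressor at 7 nM final. Schedule: 5 h at 4 °C. Detection: TR-FRET, emission read at 617 and 671 nm. Replicates: one well per compound, singlicate testing.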
# TROY NFkB inh = inhibitors of TROY-dependent NF-kB signaling | inhibition, % at 10 µM | hit rate 0.98% among 360,000 | AID 1347056 | Q293 LMP1-TROYcd NF-kB luciferase reporter, 4 h;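 active means compounds whose plate-normalised and pattern-corrected inhibition of the luciferase reporter signal at the single screening dose is 50% or more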
# TRAIL sens C8 = sensitizes caspase-8 expressing cells to TRAIL | NB7+C8 cells + TRAIL, ATPlite viability luminescence | inhibition (viability loss, TRAIL sensitization), % at 10 µM | hit rate 1% among 360,000 | AID 624354;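 active means compounds causing at least 50% loss of cell viability in the single-dose screen, relative to plate controls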
# Starred values were filed as active, the others as inactive; . = no result given. A portion of the library. The share of hits here may be higher or lower than overall.
SMILES,Peg3 prom inh,MITF TRPM1 inh,Shn3 inh set2,TWEAK-Fn14 inh,HIF-2a inh,KKLEB cytotox,NR2E3 ag-1,CF NFkB inh,NR2E3 ag-2,TROY NFkB inh,TRAIL sens C8
COc1ccc(CNC(=O)C2Cc3c(-c4ccc5c(c4)OCO5)ccnc3O2)cc1OC (stereo not given),21,.,7,11,8,-2,-28,-24,.,14,7
CCC(C)NC(=S)Nc1ccc(F)cc1 (stereo not given),-3,2,14,9,10,-5,17,-2,1,11,-12
Cc1ccc(NC(=O)Nc2nnc([C@H]3C[C@H](O)[C@@H](CO)O3)s2)cc1,3,.,13,9,0,6,-23,-6,.,-11,-1
CS(=O)(=O)N1CCC(C(=O)NCc2ccc(Cl)cc2)CC1,10,3,-16,5,13,-1,-23,-11,-1,-9,-10
CC(C)N(C(=O)[C@H]1CC(CC(=O)NC(C)(C)C)C(=O)N2CCc3c([nH]c4ccccc34)[C@]12C)C(C)C (stereo not given in full),9,2,21,14,9,-8,-21,-3,.,9,-11
CCCS(=O)(=O)N1CCC(C(=O)NCc2ccc3c(c2)OCO3)CC1,9,5,14,0,10,-3,-18,1,2,7,-6
N#CC(C(=O)C12CC3CC(CC(C3)C1)C2)c1nc2ccccc2[nH]1 (stereo not given),-22,-10,-17,-8,-38,-2,-32,24,2,.,19
Cc1ccc(C(=O)COC(=O)CNC(=O)c2cccs2)cc1,1,-14,-5,9,8,5,-13,-5,0,-3,-7
c1ccc(-c2nn(-c3ccccc3)[n+](-c3ccccc3)n2)cc1,7,62*,37,32,-16,-8,9,2,.,7,16
CN1CC(=O)N(CC(=O)Nc2ccc(OCc3ccccc3)cc2)C1=O,-80,-30,-30,0,-123,7,-9,-3,.,-57,-2
O=C(CSc1nnc(-c2ccco2)o1)Nc1ccccc1Cl,-47,-14,-16,-9,-49,4,-2,7,-1,0,-7
O=c1c(O[C@H]2O[C@@H](CO)[C@H](O)[C@@H](O)[C@@H]2O)c(-c2ccc(O)cc2)oc2cc(O)cc(O)c12,11,-8,0,-2,12,10,-19,14,1,2,-7
Cc1nc2c(OCc3ccc(F)cc3)cccn2c1N(C)C(=O)CCC1CCCC1,23,.,-13,13,-5,-9,8,-3,.,8,0
CCCCCCCCCCn1c2c(c(=N)c3c1CCC3)CCC2,98*,81*,71,72*,64*,-64*,99*,59*,1,57*,79*
C[C@@H]1NC(=O)[C@@]2(C)[C@@H](c3ccccc3)[C@H]3COc4ccc(Cl)cc4[C@@H]3N2C1=O,-89,-20,-1,1,-61,6,-5,8,3,-13,-15
O=C(Cn1cnc2c(cnn2-c2ccc(F)cc2)c1=O)N1CCN(c2ccccc2)CC1,6,-13,12,0,15,-14,10,0,.,10,1
CCc1ccc(CN(C)Cc2c(C(=O)N3CCOCC3)nc3c(C)cccn23)nc1,9,.,-8,20,9,-6,-16,8,.,-1,6
CC1(C)C/C(=N\NC(=S)Nc2ccccc2F)c2cc(O)ccc2O1,11,-36,34,-66,11,12,15,23,0,25,-2
Cc1ccc(OCC(=O)NNC(=O)CSc2nnc(-c3ccc(C)cc3)n2C)cc1,-25,-1,-8,4,-32,-1,-18,11,1,2,4
O=C(/C=C/c1cccs1)N1CCN(Cc2ccc3c(c2)OCO3)CC1,12,0,0,-5,-24,-1,4,18,2,-4,4
CCN(C(=O)CSc1ncccc1C(=O)Oc1cccc([N+](=O)[O-])c1)c1cccc(C)c1,28,1,-16,22,23,-4,-22,15,0,21,14
Cc1ccc(NC(=O)CSCC(=O)Nc2cc(Cl)ccc2N2CCN(C)CC2)cc1,2,-30,3,6,-2,-13,-6,33,-1,18,4
CCO[C@@H]1OC(C(=O)NCc2nc3ccccc3[nH]2)=C[C@H](c2ccc(C(F)(F)F)cc2)[C@H]1CCCO,6,-11,32,-34,15,-2,-12,-7,3,-11,14
CN(Cc1cn(-c2ccccc2)nc1-c1ccc2c(c1)OCO2)Cc1nccn1C,12,-9,11,-7,-1,-4,0,-3,-2,-10,4
Cc1[nH]oc(=O)c1N=Nc1ccc2[nH]c(=O)[nH]c2c1,9,-6,16,9,19,0,-38,5,-10,-7,-6
Clc1ccc(-c2cn(-c3nc4ccccc4s3)nn2)cc1,.,.,.,-2,-170,.,-77,.,.,-49,17
O=C(Nc1ccc(Cl)cc1)c1cc2nc(C3CC3)cc(C(F)(F)F)n2n1,19,4,-23,-7,-42,-30,-27,27,4,-25,-6
CCOc1ccc(/C(O)=C2\C(=O)C(=O)N(CCN(C)C)C2c2cccc(OC)c2OC)cc1Cl (stereo not given),5,3,-4,2,10,5,-4,-2,1,-7,-8
CCn1c(C)cc(O)c(C(=O)Nc2cccc(Cl)c2)c1=O,-132,-49,-14,-15,-207,1,-4,-14,2,-22,16
CN(C)c1ccc(N2[C@@H](CC(=O)O)c3cc(C(F)(F)F)ccc3S2(=O)=O)cc1,-6,2,35,11,6,6,-1,6,2,-6,-9
Cc1cc(C)cc(NC(=O)CCC(=O)Nc2cc(C)on2)c1,15,6,3,-12,20,-3,0,23,-2,1,-12
CCOC(=O)C(O)(CC(=O)Nc1cc(F)ccc1C)C(F)(F)F (stereo not given),-6,8,19,5,8,-2,-30,-1,0,-2,-11
Nc1cc(-c2ccc(Cl)cc2)nn1S(=O)(=O)c1cccc2nsnc12,21,16,22,8,25,-1,-32,8,6,9,7
CCN(C(=O)COC(=O)c1ccc([N+](=O)[O-])o1)c1cccc2ccccc12,35,44,3,9,11,-16,23,66*,.,-5,10
CCOC(=O)/C(N=Nc1ccc(Cl)cc1)=C(/O)c1ccc([N+](=O)[O-])cc1,18,-1,-6,-24,1,-17,-20,16,-1,-22,6
CC(C)CC(=O)NC(=S)Nc1ccccc1F,-11,-3,-6,-13,-14,-25,-13,-2,1,-13,2
CC(C)CCN=Cc1c(O)n(-c2ccccc2)c(=O)c2ccccc12,31,7,4,-14,13,-2,-14,3,0,0,2
Cc1ccc(-c2ocnc2C(=O)Nc2ccccc2NC(=O)c2ccccn2)cc1,29,7,14,-31,0,-13,5,-1,4,0,-6
COc1cccc(NC(=O)c2ccc3c(O)c(S(=O)(=O)c4ccccc4)c(=O)[nH]c3c2)c1,10,-2,-6,-4,10,-12,21,8,-1,-13,2
COc1cccc(CN(C)CC2CCCN(CCc3ccc(Cl)cc3)C2)c1OC (stereo not given),2,8,8,-2,17,-11,-1,7,-2,12,25
CCOc1ccc(-n2cc(-c3ccccc3)c3c(=S)nc[nH]c32)cc1,13,14,1,-8,0,5,22,-24,-1,10,26
O=C(c1ccco1)N1CCN(Cc2cc(=O)c(OCc3c(F)cccc3Cl)co2)CC1,11,-2,1,-1,4,-4,28,11,2,-16,-7
CCN(CC(=O)NCc1ccc(Cl)cc1)C(=O)c1cc(OC)cc(OC)c1,24,3,16,25,19,-5,3,-10,4,9,15
O=C1CCCN1c1ncc(S(=O)(=O)c2ccc([N+](=O)[O-])cc2)s1,6,23,-20,-4,-9,14,-25,-1,2,3,-9
O=C(CCl)N1CCN(CC(=O)N2CCCC2)CC1,3,4,2,16,6,-1,-13,7,0,1,-15
CCOC(=O)Cc1csc(NC(=O)CSc2nc(C)cc(C)n2)n1,-2,4,11,21,-4,-8,9,0,.,-12,-19
COc1cccc(C2NC(=O)c3sc(=S)n(-c4ccccc4)c3N2)c1 (stereo not given),10,6,10,-1,-3,-9,-11,-2,3,20,-6
Cc1ccc(-n2nnnc2SCC(=O)N2CCc3ccccc3C2)c(C)c1,5,-15,18,-14,-16,5,-2,8,-1,9,-4
Cc1nn(C)c(C)c1NC(=S)Nc1ccc(S(=O)(=O)Nc2ncccn2)cc1,7,-5,10,5,10,1,-16,4,-1,13,-6
COc1ccc(Br)cc1CN(C)CC(=O)Nc1ccccc1Cl,11,9,17,6,16,-26,-9,-1,1,8,-6
# New compounds follow.
SMILES,Peg3 prom inh,MITF TRPM1 inh,Shn3 inh set2,TWEAK-Fn14 inh,HIF-2a inh,KKLEB cytotox,NR2E3 ag-1,CF NFkB inh,NR2E3 ag-2,TROY NFkB inh,TRAIL sens C8
O=C(CN1CCCC1=O)NC1(C(F)(F)F)NC(=O)N(Cc2ccccc2)C1=O (stereo not given),16,-4,2,5,5,3,14,-8,4,3,7
C=C[C@@H]1c2ccccc2N(S(=O)(=O)c2ccc(C)cc2)[C@H](c2ccc(C(=O)OC)cc2)C1(C#N)C#N,17,5,-3,18,6,-1,-18,5,.,-8,1
N#Cc1ccc(NC(=O)COC(=O)c2cccnc2Cl)cc1,-4,1,1,10,10,3,-17,-4,.,-23,9
O=C(NCC(=O)N1CCCC(C(F)(F)F)C1)c1ccc(Br)o1 (stereo not given),5,8,-17,13,-7,7,5,10,-2,-5,11
O=C(CSc1nnc(-c2ccc(Cl)cc2)o1)N1CCOCC1,-258,-100,-77,-58,-192,-3,-77,-4,0,-60,6
COC(=O)N1CCCCC1c1cc(C(=O)Nc2ccc(OC)cc2C)no1 (stereo not given),-3,.,6,10,-4,-12,2,13,.,12,4
CN(Cc1ccccc1)C(=O)c1csc([C@@H]2O[C@H](CO)[C@H](O)[C@H](O)[C@H]2O)n1,-8,.,-9,9,-9,-8,11,-6,.,0,1
CC(C)(C)OC(=O)NCCCCCc1nnc(SCc2cccc(F)c2)o1,0,5,25,-2,7,-13,24,24,2,17,0
NS(=O)(=O)c1ccc(CCNC(=O)COC(=O)Cc2ccc([N+](=O)[O-])cc2)cc1,3,-11,-1,1,11,2,-12,-13,-1,4,4
CCOC(=O)c1cc(CC)sc1NC(=O)COC(=O)c1cnccn1,-5,0,-4,-3,-12,2,-15,5,3,2,-9
O=C(Nc1cc(C(F)(F)F)ccc1N1CCCCC1)C1=COCCO1,8,.,1,11,-11,-11,0,5,.,7,-6
CN(C(=O)COC(=O)CN1C(=O)c2cccc([N+](=O)[O-])c2C1=O)c1ccccc1,9,-3,2,0,4,-1,25,-7,3,-5,-13
Nc1nc(SCC(=O)C23CC4CC(CC(C4)C2)C3)n[nH]1,-7,8,-19,72*,-7,-4,7,10,-1,.,1
CC(CCn1cccn1)NC(=O)CCc1nnc(CCc2ccccc2)o1 (stereo not given),-5,-5,8,1,-5,-1,-17,8,2,-8,-6
COC(=O)c1sc(S(=O)(=O)NCCCN(C)C)c(C(=O)OC)c1C,5,12,-9,6,24,-3,-1,10,2,8,-3
